Bioassay records from PubChem.
TbREL1 inh: TbREL1 inhibition, primary screen; TbREL1 RNA ligation, FRET fluorescence; hit rate 0.49% among 89,000; inhibition, % at 9.66 µM; P86926;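 active means inhibition above the mean inhibition across all screened compounds plus 3 SD, cut at about 11% in these data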;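 further: 0% = plate median of test wells and 100% = NSC42067 control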
Target sequence (P86926 whole entry, looked up): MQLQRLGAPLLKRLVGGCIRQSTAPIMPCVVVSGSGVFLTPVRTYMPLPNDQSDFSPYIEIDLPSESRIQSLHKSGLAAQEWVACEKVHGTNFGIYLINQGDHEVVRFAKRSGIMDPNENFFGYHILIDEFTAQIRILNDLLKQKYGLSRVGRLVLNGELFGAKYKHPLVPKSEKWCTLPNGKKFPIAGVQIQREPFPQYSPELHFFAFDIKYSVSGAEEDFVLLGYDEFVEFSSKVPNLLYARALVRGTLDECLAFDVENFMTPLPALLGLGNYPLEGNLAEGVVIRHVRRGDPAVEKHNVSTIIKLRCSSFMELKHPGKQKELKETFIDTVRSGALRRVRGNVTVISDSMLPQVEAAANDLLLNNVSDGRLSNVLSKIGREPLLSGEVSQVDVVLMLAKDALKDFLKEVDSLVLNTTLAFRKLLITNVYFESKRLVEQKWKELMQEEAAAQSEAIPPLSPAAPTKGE
Active calls of the source: *. Some of the compounds tested. The share of hits here may be higher or lower than overall.

Start of the listing, in advance, 4 compounds:
TbREL1 inh	Compound
-3.1	CCOC(=O)CC1(NC(=O)C2CCC(=O)N(Cc3ccccc3OC)C2)CCCCC1 (stereo unspecified)
7.8	O=C(CCCn1cnc([N+](=O)[O-])n1)Nc1cccc(Cl)c1Cl
-4.3	CCOC(=O)C1CCN(S(=O)(=O)c2cc(F)ccc2OC)CC1
1.6	Cc1cc(Sc2nnc(N)s2)c2ccccc2n1

The listing, from the start:
TbREL1 inh	Compound
-3.1	CCOC(=O)CC1(NC(=O)C2CCC(=O)N(Cc3ccccc3OC)C2)CCCCC1 (stereo unspecified)
7.8	O=C(CCCn1cnc([N+](=O)[O-])n1)Nc1cccc(Cl)c1Cl
-4.3	CCOC(=O)C1CCN(S(=O)(=O)c2cc(F)ccc2OC)CC1
1.6	Cc1cc(Sc2nnc(N)s2)c2ccccc2n1
-2.3	CCC1CCCCN1S(=O)(=O)c1ccccc1[N+](=O)[O-] (stereo unspecified)
-2.6	CCCCCC(=O)Nc1cccc(C2=NOC3(C2)C[C@@H](C(N)=O)N(C(=O)c2cc([N+](=O)[O-])cc([N+](=O)[O-])c2)C3)c1 (stereo partly specified)
0.5	CCn1c(/C(C#N)=C(\O)CCc2ccccc2)nc2ccccc21
-1.1	O=C(N1CCN(c2ccccc2)CC1)C(F)(F)C(F)(F)F
-1.0	CC1(C(=O)NC23CC4CC(CC(C4)C2)C3)CC1(Cl)Cl (stereo unspecified)
-1.9	Cc1cc(NC(=O)CSc2nc(=O)n3cccc(C)c3n2)no1
2.8	COC(=O)CN1C(=O)[C@H]2[C@@H](C3CC3)N3C(=O)CN(Cc4ccccn4)C(=O)[C@@]3(Cc3ccccc3)[C@H]2C1=O
-1.3	CC(=O)c1ccc(NC(=O)CC2S/C(=N/N=C3CCCCCC3)NC2=O)cc1 (stereo unspecified)
0.0	COc1cc(NC(=O)CSc2nnc3ccccn23)cc(OC)c1
0.8	Cc1cc(C)c(NC(=O)CSc2nnc(-c3ccco3)n2N)c(C)c1
-2.4	Cn1c(SCC(=O)N2CCc3ccccc32)nnc1-c1ccc(S(=O)(=O)N2CCCC2)cc1
-0.6	O=C(NCc1ccc2c(c1)OCO2)c1ccc(COc2cccc(Cl)c2)o1
6.4	O=C(c1ccc2nc3ccc(Cl)cc3c(=O)n2c1)N1CCOCC1
-1.3	COc1ccc(N2CCN(C(=O)CN3C(=O)COc4ccccc43)CC2)cc1
-2.2	COc1cccc(OCc2ccc(C(=O)NCC3CCCO3)cc2)c1 (stereo unspecified)
-0.4	CC(C)c1cccc(-c2ccc3c(c2)S(=O)(=O)c2cccc(C(=O)O)c2C3=O)c1
3.4	O=C(Nc1ccccc1)c1nc[nH]c1C(=O)NCCN(CCNC(=O)c1[nH]cnc1C(=O)Nc1ccccc1)CCNC(=O)c1[nH]cnc1C(=O)Nc1ccccc1
-0.8	Cn1cccc1C(C#N)c1ccccc1C#N (stereo unspecified)
-1.6	Fc1ccc(CNn2cnnc2SCc2ccc(F)cc2)cc1
1.3	CCCCCCC(NC(=O)c1ccc(C)cc1)C(=O)O (stereo unspecified)
-0.1	Cn1c(Cn2c(=O)sc3ccccc32)nnc1SCC(N)=O
3.2	COc1ccc(C(=O)NNC2CC(=O)N(Cc3ccc(Cl)cc3)C2=O)cc1OC (stereo unspecified)
-0.6	CCCCn1nnnc1C(c1ccccc1)N1CCN(c2ncc(C(F)(F)F)cc2Cl)CC1 (stereo unspecified)
-1.4	O=S(=O)(c1ccccc1F)N1CCN(CCOc2ccccc2)CC1
-1.2	CSc1nc(-c2ccccc2)nc(NC(C)=O)c1C(C)=O
-2.2	Cc1ccc(C)c(-c2nnc(NC(=O)C3=COCCO3)o2)c1
-2.2	COc1ccc(CC(=O)NCC2(c3ccc(OC)c(OC)c3)CCCC2)cc1
3.3	CCC(CO)Oc1cc(NC(=O)c2ccc(OC)cc2)c2ncn(C(C)C)c2c1 (stereo unspecified)
1.2	Cc1cc(C)c(C#N)c(SCC(=O)OC2CCCCC2)n1
-0.2	NC(=O)C1CCN(C(=O)c2ccc(NS(=O)(=O)c3ccc(F)c(F)c3)cc2)CC1
1.7	O=C(CCc1nc(-c2ccccc2)no1)Nc1cccnc1
1.0	CCCNS(=O)(=O)c1ccc(NC(=O)c2ccccn2)cc1
0.1	COc1ccc2c(c1)C(SCC(=O)NCc1ccccc1)CC(C)(C)O2 (stereo unspecified)
-2.6	CCn1c(SCC(=O)Nc2sc(C)c(C)c2C#N)nnc1C(C)C
-1.0	CCCC(C)NC(=O)CSCc1ccc(OC)cc1 (stereo unspecified)
0.3	COC(=O)CC1SC(=O)NC1=Nc1ccc(OC)cc1 (stereo unspecified)
-0.9	CC(=O)NCCCNC(=S)NCCCN(Cc1ccc(Cl)cc1)c1ccc(Br)cn1
0.1	COC(=O)CNC(=O)c1c(C)cc(=O)oc1C
2.2	COC(=O)[C@]1(Cc2ccccc2)N[C@H](c2ccc(-c3ccc(F)cc3)cc2)[C@@H]2C(=O)N(C)C(=O)[C@@H]21
4.8	Cc1ccc(NC(=O)C2CCCN2S(=O)(=O)c2cccnc2)cc1C (stereo unspecified)
0.2	CCOC(=O)[C@]12CCC=C1N(Cc1ccccc1)C(=O)[C@H](CC(=O)N1CCCCC1)C2
-4.6	Cc1ccc(C(=O)C2CCN(CC(=O)NCc3cccs3)CC2)cc1
0.1	O=c1ccn(CCOc2ccc(Cl)cc2)c(=O)[nH]1
0.3	Cc1ccc(S(=O)(=O)N2CCOCC2)cc1NC(=O)CN1CCN(C)CC1
3.4	CC(Sc1nc(NCc2ccccc2)nc(N(C)C)n1)C(=O)Nc1ccccc1 (stereo unspecified)
-0.2	COc1ccc(-c2noc(CCC(=O)NC3CCCCCC3)n2)cc1
-2.1	CCOC(=O)c1c(C)nc(-c2ccccc2)nc1NC(=O)C(C)C
-2.2	Cc1nc2cc(Cl)c(Cl)cc2n1-c1ccccn1
8.5	CCCCCCCN1C(N(C)C)=NC[C@@H]1Cc1ccccc1
-0.7	COC(=O)CC1=C(C(=O)OC)C(c2cccs2)C(C#N)=C(N)O1 (stereo unspecified)
-1.8	CC(C)NC(=O)N(C)C[C@@H]1Oc2cc(C#Cc3ccccn3)ccc2S(=O)(=O)N([C@@H](C)CO)C[C@H]1C
-1.2	COc1ccccc1Cc1nc(-c2ccc(Br)o2)no1
0.7	Fc1ccc(NC(=S)N2CCOCC2)c(F)c1
0.8	O=C(Nc1ccc(Br)cc1)c1ccc(N2C(=O)C3CC=C(Cl)CC3C2=O)cc1 (stereo unspecified)
-8.3	CN(C)c1ccc(C(=O)Nc2cccc(S(=O)(=O)NC3=NCCCCC3)c2)cc1
4.0	CCNC(=S)Nc1ccc2c(c1)c(=O)n(C)n2-c1ccc(C(C)(C)C)cc1

A few values from the list.
CC1(C(=O)NC23CC4CC(CC(C4)C2)C3)CC1(Cl)Cl (stereo unspecified) – TbREL1 inh = -1.0
O=C(NCc1ccc2c(c1)OCO2)c1ccc(COc2cccc(Cl)c2)o1 – TbREL1 inh = -0.6
O=C(CCCn1cnc([N+](=O)[O-])n1)Nc1cccc(Cl)c1Cl – TbREL1 inh = 7.8
CCCC(C)NC(=O)CSCc1ccc(OC)cc1 (stereo unspecified) – TbREL1 inh = -1.0
O=C(Nc1ccc(Br)cc1)c1ccc(N2C(=O)C3CC=C(Cl)CC3C2=O)cc1 (stereo unspecified) – TbREL1 inh = 0.8
O=S(=O)(c1ccccc1F)N1CCN(CCOc2ccccc2)CC1 – TbREL1 inh = -1.4
O=c1ccn(CCOc2ccc(Cl)cc2)c(=O)[nH]1 – TbREL1 inh = 0.1

More compounds follow:
TbREL1 inh	Compound
-1.0	O=C(OCc1c(Cl)cccc1Cl)c1cnccn1
-3.2	CCCN(CCC)CCCNC(=O)CN1C(=O)CSc2ccc(S(=O)(=O)N3CCOCC3)cc21
-1.6	O=C(CSc1nc2ccccc2[nH]1)NCc1ccccc1
0.3	COc1ccc(C(=O)Nc2c(N)nc(SCC(=O)c3ccccc3)[nH]c2=O)cc1
-4.2	Cc1csc(=O)n1CCC(=O)OCC(=O)N(CC(C)C)c1c(N)n(Cc2ccccc2)c(=O)[nH]c1=O
4.1	NC(=O)c1ccc(Oc2ccc3ccc(=O)oc3c2)c([N+](=O)[O-])c1
-1.0	Cc1ccnc(NC(=O)CCC(=O)N(CC(=O)NCc2ccccc2)Cc2ccccc2)c1
0.4	COc1cc2c(cc1OC)C(Nc1ccc(S(N)(=O)=O)cc1)=NC(C)(C)C2
-0.1	O=C(NCCc1ccccn1)c1n[nH]c(=O)c2ccccc12
0.8	CSc1nc2ncncc2[nH]1
1.7	CC(=O)N1CCc2cc(Br)cc(S(=O)(=O)NCc3ccc(Cl)cc3)c21
-4.0	O=C(COC(=O)CCc1c[nH]c2ccccc12)NCc1ccccc1
-0.1	O=C(CSCc1ccccc1)N1CCN(S(=O)(=O)c2cccc(F)c2)CC1
6.5	CCCn1c(CN(C)Cc2ccccc2)nc2c1c(=O)n(C)c(=O)n2C
-3.5	O=C1C2CCCN2C(c2cccs2)N1c1ccc(Cl)cc1 (stereo unspecified)
-3.8	CCC1CCCCN1S(=O)(=O)c1ccc(S(=O)(=O)N2CCN(S(=O)(=O)CC)CC2)cc1 (stereo unspecified)
-0.5	O=C(CNC(=O)c1ccc(Cl)cc1Cl)Nc1ccc(F)cc1
1.2	COc1ccc(-c2noc(CCC(=O)NCc3cccnc3)n2)cc1OC
1.0	O=C(CN1C(=O)NC(c2ccccc2)(c2ccccc2)C1=O)N1CCOCC1
-7.3	S=c1nc(-c2sccc2OCc2ccc(Cl)cc2Cl)[nH][nH]1
-3.0	COc1cc(C(c2nnnn2C2CCCC2)N2CCc3ccccc3C2)ccc1O (stereo unspecified)
1.3	CCOc1ccccc1NC(=O)Cn1nnc(C(=O)NCc2ccco2)c1N
2.1	N=c1c(C(=O)NCc2ccco2)cc2c(=O)n3ccccc3nc2n1CC1CCCO1 (stereo unspecified)
-1.5	COC(=O)c1ccccc1NC(=O)Cn1cnc2c1c(=O)n(C)c(=O)n2C
-2.1	CCOc1ccc(Br)cc1S(=O)(=O)N1CC(C)OC(C)C1 (stereo unspecified)
-1.5	CC(C)c1cc(C(C)C)c(S(=O)(=O)NCC(=O)N2CCN(c3ncccn3)CC2)c(C(C)C)c1
-7.9	Cc1ccc(C)c(NC(=S)NNC(=O)c2csc3c2CCCC3)c1
-0.9	CCCCN(CC)CCNC(=O)C1CCCN(S(=O)(=O)c2cccc3nsnc23)C1 (stereo unspecified)
-0.2	O=C(NCCCNC(=O)c1ccccn1)c1ccc(Cl)cc1
4.9	CC(C(=O)Nc1ccc(C#N)cc1)N(C)Cc1cccs1 (stereo unspecified)
0.1	Cc1cccc(OCC(=O)NCCCNC(=O)c2cnccn2)c1
4.3	Cc1ccn2c(=O)nc(SCC(=O)N3CCC(Cc4ccccc4)CC3)nc2c1
-2.9	CC1(C)Cc2cccc(OCC(=O)OCC(=O)Nc3ccccc3)c2O1
0.5	CCOc1ccccc1NC(=O)CSc1nncc2ccccc12
-1.4	Cc1ccc(C)c(S(=O)(=O)N(C)c2ccc(OC(=O)CN3C(=O)NC4(CCCC4)C3=O)cc2)c1
-0.9	CC1(C)Oc2ccc(C(=O)N3CCOCC3)cc2N(CC(=O)Nc2ccccc2)C1=O
4.3	COCCCn1c(Cc2ccccc2)nnc1SCC(=O)N1CCCCC1
1.4	Cc1ccc2nc(SCC(=O)Nc3ccc(F)cc3F)nc(=O)n2c1
0.6	O=C(c1cc2ccccc2oc1=O)N1CCSC1c1ccco1 (stereo unspecified)
-2.7	COc1cccc(N2CCN(C(=O)CN(C)S(=O)(=O)c3ccc4c(c3)c(=O)n(C)c(=O)n4C)CC2)c1
-0.3	CCN1C(=NCc2cc(OC)c(OC)c(OC)c2)N[C@@H](c2cccc(C(F)(F)F)c2)C(C(=O)OC)=C1C
6.4	N=C(N)N1CCc2ccccc21
3.3	Cc1cccc(NC(=O)NCCCCc2ccccc2)c1
-1.4	O=C(c1ccc(CS(=O)(=O)c2ccc(Br)cc2)o1)N1CCOCC1
-0.1	O=C(NNc1c(Cl)cc(Cl)cc1Cl)c1n[nH]c(=O)c2ccccc12
0.8	COC(=O)c1ccc(CN2CCCC(CNC(=O)Cc3ccc(OC)cc3)C2)cc1 (stereo unspecified)
1.2	CCOC(=O)C1CCCN(CC(=O)Nc2c(F)c(F)c(F)c(F)c2F)C1 (stereo unspecified)
-2.1	O=C(CCCCCN1C(=O)C2C3C=CC(C3)C2C1=O)Nc1cc(F)cc(F)c1 (stereo unspecified)
-1.4	CCCn1c(/N=C/c2ccc3c(c2)OCO3)nc2ccccc21
0.1	CCOc1ccc(C(=O)NCC(=O)NCC(c2cccs2)N2CCOCC2)cc1 (stereo unspecified)
-0.4	CCOC(=O)CNC(=O)c1sc(NC(=O)c2cccc(F)c2)nc1C
-1.5	Nn1c(SC/C=C/c2ccccc2)nnc1-c1ccccn1
1.2	C/C=C(\C)CN1CCN(c2cc(C)ccc2C)CC1
2.9	CCSc1nnc(-c2ccncc2)n1Cc1ccccc1
1.6	Cc1ccc(CNC(=O)c2sc3nc4c(c(C(F)(F)F)c3c2N)CCC4)cc1
2.5	CC(C)Cn1c(N)c(C(=O)CSc2ncccn2)c(=O)n(C)c1=O
-0.1	COc1ccc(S(=O)(=O)N2CCOCC2)cc1C(=O)Nc1ccc2c(c1)OCO2
-0.1	CCCOc1ccc(C(F)(F)F)cc1NC(=O)CN1C(=O)C(=O)N(CC)C1=O
2.2	CCCN(Cc1cc(=O)[nH]c2ccccc12)C(=O)CC
0.6	Cc1ccc(OCCC(=O)Nc2ccc(C)c(F)c2)cc1

More results.
TbREL1 inh	Compound
-1.4	CC(C)OCCCn1c(=S)[nH]c2ncccc2c1=O
0.9	CCOc1ccc(NC(=O)c2cccnc2SC)cc1
1.2	O=C(Nc1ccc2oc(=O)ccc2c1)c1ccccc1[N+](=O)[O-]
-3.4	O=C(Cc1coc2ccc3ccccc3c12)N1CCCC1
0.1	Cc1nn2c(N)c(C#N)cnc2c1-c1ccccc1
0.4	O=[N+]([O-])c1ccc(N2CCN(S(=O)(=O)Cc3ccccc3)CC2)cc1N1CCOCC1
-7.3	COc1ccc(N2CCN(C(=O)COC(=O)[C@@H](NC(=O)c3ccccc3Cl)C(C)C)CC2)cc1
-1.9	Cc1ccc(C(=O)C2CCN(CC(=O)Nc3ccc(N(C)C)cc3)CC2)cc1
4.4	Cc1cc(C)cc(NC(=O)c2ccc(Cn3nc(C)c(Cl)c3C)o2)c1
